NF-kB neuron act: NF-kB expression increase, human neuronal cells; NF-kB reporter expression; hits give high values; fold change at 12.5 µM; actives 1.6% (n = 190,000); AID 1239; in the data active = fold change above about 3.3
DTT redox prof: compounds producing H2O2 with reducing agent – biochemical, NIH compound library profiling, artefact control for MLSCN library redox annotation, primary screen | DTT-dependent redox cycling H2O2, phenol red/HRP absorbance; 100% = 100 µM peroxide control, 0% = buffer | activation, % at 10 µM | actives 0.03% (n = 200,000) | AID 878;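 active = activation of at least 50% relative to the plate's high and low controls in the primary single-dose screen; inactive = activation below 50%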;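 note: compound incubated with DTT at 0.8 mM final as the reducing agent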
G6PDH counter: counter-screen for G6PDH assay hits: L. mesenteroides G6PDH inhibition. Purified L. mesenteroides G6PDH, diaphorase/resazurin coupled fluorescence, 45 min. inhibition, % at 5 µM. actives 0.12% (n = 200,000). AID 1020; in the data active = inhibition above about 50%
APP transl inh: APP translation inhibition. SH-SY5Y APP 5'UTR-luciferase reporter, luminescence. inhibition, % at 2 µM. AID 1285. actives 0.82% (n = 190,000);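 active = inhibition above a set limit, derived from the sample mean plus 3 SD, cut at about 45% in these data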; note: values of inactives mirror those of a sister screen read the other way
FLuc inhib CS: counter-screen for luciferase assay inhibitors: firefly luciferase inhibition; inhibition, % at 10 µM; ATPLite firefly luciferase biochemical luminescence, 10 min; P08659; actives 1.5% (n = 200,000);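 active = inhibition above about 50% when tested at 10 µM, limit read from the data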
Target sequence (P08659 whole entry, looked up): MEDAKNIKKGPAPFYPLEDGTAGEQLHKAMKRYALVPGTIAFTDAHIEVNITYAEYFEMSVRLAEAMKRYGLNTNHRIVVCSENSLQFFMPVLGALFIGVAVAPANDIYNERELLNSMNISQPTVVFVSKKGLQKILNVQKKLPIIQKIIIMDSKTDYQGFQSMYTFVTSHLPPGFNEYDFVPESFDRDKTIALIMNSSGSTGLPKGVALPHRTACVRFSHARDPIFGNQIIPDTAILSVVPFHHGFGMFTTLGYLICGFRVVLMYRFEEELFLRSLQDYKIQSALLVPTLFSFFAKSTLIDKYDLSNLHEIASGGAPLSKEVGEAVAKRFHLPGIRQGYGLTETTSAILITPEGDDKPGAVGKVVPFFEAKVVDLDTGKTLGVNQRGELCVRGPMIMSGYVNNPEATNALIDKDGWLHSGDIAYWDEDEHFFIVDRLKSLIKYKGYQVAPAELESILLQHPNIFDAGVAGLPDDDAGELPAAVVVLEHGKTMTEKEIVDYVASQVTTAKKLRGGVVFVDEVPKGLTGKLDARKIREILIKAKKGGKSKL
APP 5'UTR act: APP 5'UTR luciferase reporter activation | SH-SY5Y APP 5'UTR luciferase reporter, luminescence; zero percent = DMSO vehicle wells | activation, % at 2 µM | actives 1% (n = 190,000);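 active = activation above a set limit, based on mean plus 3 SD of controls, cut at about 140% in these data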; note: values of inactives mirror those of a sister screen read the other way
Hsp70 activator: transcriptional activators of Hsp70 | HeLa Hsp70 promoter luciferase reporter, luminescence; scaled: vehicle 0, proteasome-inhibitor control 100% | activation, % at 10 µM | actives 0.04% (n = 200,000) | AID 1203;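 active = activation above the mean across all tested compounds plus 3 SD, cutoff set per campaign, cut at about 5.5% in these data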;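 note: 100% = MG132 at 30 µM as the positive control and 0% = DMSO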
Efa HMGR inh: blocks class II HMG-CoA reductase of Enterococcus faecalis; purified E. faecalis HMGR, NADPH absorbance 340 nm kinetic; inhibition, % at 10 µM; actives 0.41% (n = 190,000);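 active = inhibition above a set limit, the median over all tested compounds plus 3 SD, cut at about 9.5% in these data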;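 note: enzyme runs in reverse so mevalonate oxidation gives rising NADPH absorbance; 0% = complete reaction with DMSO and 100% = background rate lacking mevalonate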
STAT1 activator: increases IFN-gamma driven STAT1 reporter signal | NIH 3T3 STAT1-luciferase reporter, luminescence; 100% = IFN-gamma alone, no compound | activation (% of control), % at 5.5 µM | actives 2.6% (n = 200,000);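 active = activation above the screen-wide mean activation plus 3 SD, cut at about 130% in these data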;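 note: raw ratio to IFN-gamma control signal so 100% means no change and 0% no light; values of inactives mirror those of a sister screen read the other way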
FLuc stim CS: firefly luciferase counter-screen for stimulation assays; 200,000 tested, under 10 active; ATPlite luciferase biochemical, luminescence, 10 min; 0 = ATP-free wells, 1 = DMSO control; P08659; activation factor at 10 µM;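 active = luciferase activation factor, scaled between plate controls, of at least 2 with compound at 10 µM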
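test system = cell-free luciferase reagent | medium = PBS as buffer for the ATP substrate | dosing = test compounds dosed from 2 mM stocks in 100% DMSO | incubation = 10 min at ambient temperature | detection = luminescence measurement of luciferase light output | benchmarks = low control with PBS replacing ATP, high control enzyme plus ATP without compound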
The depositor's hits bear a star; · = no result given.

SMILES	NF-kB neuron act	DTT redox prof	G6PDH counter	APP transl inh	FLuc inhib CS	APP 5'UTR act	Hsp70 activator	Efa HMGR inh	STAT1 activator	FLuc stim CS
COc1ccc(CNC[C@@H](CCCCN(C)Cc2ccc(OC)cc2)N2C[C@H](c3ccccc3)N(CCc3ccc(Cl)c(Cl)c3)C(=O)C2=O)cc1	2.3	-0.2	6	0	-4	0	0.2	5	95	1
COc1ccc(-c2[nH]c(-c3ccc(F)cc3)nc2SCC(=O)NCc2ccco2)cc1OC	0.93	-0.7	5	-18	-3	18	-0.1	2	98	1
COc1ccccc1NC(=O)Nc1ccc2c(c1)nnn2C	1.6	0.1	5	-29	34	29	0.0	-4	105	0.7
CCNC(=O)COc1ccc(-c2ccccc2)cc1	1.6	-0.1	1	-45	12	45	0.0	-4	107	0.9
CC1CC(C)CN(CC(=O)N2CCCc3c2c(=O)oc2ccc(OCc4ccccc4)cc32)C1 (stereo unspecified)	0.85	0.3	-1	·	-5	·	-0.3	-3	99	1.1
Cc1ccc(NC(=O)Cc2ccc3c(c2)CCCC3)cc1C	1	-1.0	-6	-16	-3	16	-0.1	-1	89	1
CCCOc1ccc(C(=O)NCCC(=O)NCCCC(=O)OCC)cc1	1	-0.2	9	-5	-6	5	-0.2	1	92	1.1
CCCCN1C(=S)NC[C@@H]1c1ccccc1	0.97	0.5	-2	-13	-2	13	-0.1	7	100	1
Cc1cc(C)c2nc(N3CCC(C(=O)N4CCCC4)CC3)sc2c1	1	-0.1	4	7	-2	-7	-0.3	-6	100	1
NC(=O)c1sc2nc3c(c(-c4cccs4)c2c1N)CCCC3	0.6	-0.1	-2	46*	6	-46	-0.3	-2	99	0.9
CC(=O)NCC(=O)N1CCCC(C(=O)c2ccc(-c3ccccc3)c(F)c2)C1 (stereo unspecified)	1.2	-1.5	5	10	-2	-10	-0.1	2	101	1
CC(=O)Nc1ccc2c(c1)C(=O)N(c1ccc(C)cc1)C2=O	1.3	0.8	4	-18	2	18	-0.1	1	120	1
Cc1ccc(SCc2ccc(C(=O)NCc3ccncc3)cc2)cc1	0.72	-3.6	21	9	4	-9	-0.1	-2	94	1
CCC(CO)N=C1CC(C)(C)CC(=O)/C1=C(/O)CCCN1C(=O)c2ccccc2C1=O (stereo unspecified)	1.2	-0.1	9	-6	0	6	-0.1	-4	95	1
Cc1ccc(NC(=O)c2c(C)nc3sc(C(=O)NC4CCCC4)c(N)c3c2-c2ccco2)c(C)c1	1.2	0.3	-22	30	0	-30	0.0	-2	95	1
CN1CCN(Cc2c(O)c(Cl)cc3c(-c4ccccc4)cc(=O)oc23)CC1	1.1	2.1	3	4	-5	-4	-0.1	-11	104	1.1
CCCCN=CC1=C(O)CC(c2ccccc2)CC1=O (stereo unspecified)	1.2	-2.5	5	3	-4	-3	-0.1	1	99	1
c1ccc(-n2nnc3c(N4CCOCC4)ncnc32)cc1	2.5	-0.7	4	-148	84*	148*	-0.1	4	90	0.2
O=C(N/N=C/c1ccc(OC(=O)c2cccs2)cc1)c1ccc(F)cc1	1.3	-8.9	2	0	-4	0	-0.3	0	115	1
Cn1c(=O)c2c(nc(CN3CCN(c4ccccc4)CC3)n2Cc2ccccc2Cl)n(C)c1=O	1.3	1.5	4	-13	-3	13	0.0	-1	103	1
Cc1ccn(CCC(=O)N2CCCC(CCC(=O)N3CCN(c4ccccn4)CC3)C2)n1 (stereo unspecified)	0.95	-0.8	11	-11	-5	11	-0.4	-6	100	1
Fc1ccc(/C=N/Nc2nn[nH]n2)cc1	1.2	0.7	0	1	-1	-1	-0.1	-2	104	1
Nc1ccc(C(=O)Nc2ccc(OC(F)(F)C(F)F)c(NC(=O)c3ccc(N)cc3)c2)cc1	0.68	-0.2	-2	-12	5	12	-0.5	-15	98	1
Cn1nnnc1SCC(=O)Nc1cc(C(F)(F)F)ccc1N1CCOCC1	1.2	-2.1	2	4	-6	-4	-0.3	1	97	1.1

Profiles, quoted from the list. Values in the order: NF-kB neuron act | DTT redox prof | G6PDH counter | APP transl inh | FLuc inhib CS | APP 5'UTR act | Hsp70 activator | Efa HMGR inh | STAT1 activator | FLuc stim CS
Results for Cn1nnnc1SCC(=O)Nc1cc(C(F)(F)F)ccc1N1CCOCC1 : 1.2 | -2.1 | 2 | 4 | -6 | -4 | -0.3 | 1 | 97 | 1.1
Results for COc1ccc(CNC[C@@H](CCCCN(C)Cc2ccc(OC)cc2)N2C[C@H](c3ccccc3)N(CCc3ccc(Cl)c(Cl)c3)C(=O)C2=O)cc1 : 2.3 | -0.2 | 6 | 0 | -4 | 0 | 0.2 | 5 | 95 | 1
Results for Cn1c(=O)c2c(nc(CN3CCN(c4ccccc4)CC3)n2Cc2ccccc2Cl)n(C)c1=O : 1.3 | 1.5 | 4 | -13 | -3 | 13 | 0.0 | -1 | 103 | 1

More results follow.
SMILES	NF-kB neuron act	DTT redox prof	G6PDH counter	APP transl inh	FLuc inhib CS	APP 5'UTR act	Hsp70 activator	Efa HMGR inh	STAT1 activator	FLuc stim CS
COC(=O)CSc1nnc(-c2cccnc2)n1-c1cc(OC)cc(OC)c1	1.1	1.7	4	-7	-3	7	-0.2	1	100	1
c1ccc(-c2nnsc2-c2ncc[nH]2)cc1	1.1	-1.8	8	-7	-8	7	-0.2	1	98	1.1
Cc1ccc(-c2cc(C(=O)NCCCn3ccnc3)c3ccccc3n2)s1	0.79	-0.5	-2	-11	1	11	0.0	3	99	1
COc1ccc(NC(=O)c2ccccc2SC)cc1	1.5	-0.5	9	-10	4	10	-0.1	9.6*	114	1
CCc1cc2cccc(C)c2nc1SCC(=O)NNC(=O)c1ccco1	1.1	1.5	-37	-7	-8	7	-0.5	-1	102	1.1
CC(C)(C)C(=O)NCCCc1ccccc1	1.2	-3.4	5	-3	-7	3	-0.2	-2	95	1.1
COc1ccccc1C1C(C#N)=C(N)N(c2cccnc2)C2=C1C(=O)CC(C)(C)C2 (stereo unspecified)	0.92	1.2	6	-4	-7	4	-0.3	-1	105	1.1
CCC[N+](CC#Cc1ccccc1)(CCC)CC(=O)c1ccc(Cl)cc1	0.93	-0.1	10	6	0	-6	-0.4	-1	101	1
CC1=C(C(=O)OCC2CCCO2)C(c2ccc(C)o2)C2=C(CC(c3ccc(F)cc3)CC2=O)N1 (stereo unspecified)	0.74	-0.1	-9	-16	-7	16	0.1	-4	97	1.1
ONC(=Nc1ccccc1)C(=Nc1ccccc1)NO	1.3	-1.7	11	-5	-7	5	0.0	-2	104	1.1
COc1ccc(C2SCC(=O)N2c2c(C)n(C)n(-c3ccccc3)c2=O)c(OC)c1 (stereo unspecified)	0.98	-0.4	-2	3	-4	-3	-0.1	-6	108	1
N/C(Cc1cccs1)=N\OC(=O)COc1ccc(Cl)cc1Cl	2.9	1.0	3	-29	2	29	0.7	-1	119	1
COC(=O)c1cc(OC)c(OC)cc1NC(=O)c1ccc(Br)o1	·	0.4	·	-7	·	7	-0.5	·	104	·
O=c1c2ccccc2nnn1CSc1nnc2sc3ccccc3n12	2.8	3.2	22	-90	58*	90	0.0	-8	123	0.4
Cc1cc(C)c(S(=O)(=O)N2CCCCC2)c(C)c1N(C)S(=O)(=O)c1ccccc1	0.83	-1.2	6	0	-4	0	-0.4	-11	94	1
O=C(Nc1ccccc1N1CCOCC1)c1cccs1	1.2	0.9	-1	-18	-6	18	-0.3	-12	102	1.1
O=C(Cn1cc2c(n1)CCCC2)NCCCN1CCCC1	0.7	-1.0	17	5	0	-5	-0.1	-9	100	1
COc1ccccc1NC(=O)CSc1nnc(-c2ccco2)n1Cc1ccco1	0.92	-0.4	8	5	-10	-5	-0.4	-4	92	1.1
CC(=O)c1c(O)ccc2c(-c3ccccc3)cc(=O)oc12	1.3	-0.8	3	5	1	-5	-0.2	-1	103	1
CC1CCCN(C(=O)N2c3ccccc3Sc3ccccc32)C1 (stereo unspecified)	0.9	-0.1	-1	-13	-7	13	0.1	-8	106	1.1
CCn1cc(CNC(=O)c2ccc(C)s2)cn1	1.1	2.0	4	-13	-4	13	0.0	-1	102	1
Cc1ccc(N2C(=O)CC(Sc3nc(-c4ccccc4)c4cc(Cl)ccc4n3)C2=O)c(C)c1 (stereo unspecified)	1.3	0.7	27	-11	-1	11	-0.4	2	102	1
CCN(CC)c1ccc(NC(=O)c2c(OC)cccc2OC)c(C)c1	1.3	-0.3	2	3	-1	-3	-0.3	-5	97	1
Cc1ccc(CCNC(=O)C2CCC(CNc3c(N4CCCC4)c(=O)c3=O)CC2)cc1 (stereo unspecified)	1.2	-3.1	-1	-8	-4	8	-0.3	-2	100	1
CCC(C)C(NC(=O)C1CCC(C)CC1)C(=O)Nc1cc(OC)ccc1OC (stereo unspecified)	0.94	0.3	2	-1	-4	1	-0.4	-2	101	1
COc1cc2c(C#N)c(N3CCOCC3)nc(N)c2c(N)n1	1.3	-0.1	8	18	4	-18	-0.1	-5	112	1
CCCCc1c(O)nc(SCC(=O)N2CCCCC2)n(-c2ccccc2C)c1=O	0.89	-0.7	0	2	-2	-2	-0.3	0	99	1
CC1CC(=O)N(CC(=O)NCc2ccco2)c2ccccc2S1 (stereo unspecified)	1.2	-3.1	6	-11	-20	11	-0.1	-2	94	1.2
Cc1ccc2nc(-c3ccc(N4C(=NC(=O)CCC(=O)O)SC5CS(=O)(=O)CC54)cc3)sc2c1 (stereo unspecified)	1	0.2	-9	-56	5	56	-0.2	-6	134*	0.9
COc1cccc(C(C#N)N2CCOCC2)c1 (stereo unspecified)	1.2	0.2	14	20	-3	-20	0.6	-8	108	1
Cc1c(C(=O)c2ccc(Cl)c([N+](=O)[O-])c2)c2ccccn2c1CCC#N	1	-0.1	6	-3	-8	3	0.1	-3	105	1.1
C#CCSc1nccc(-c2nn(-c3ccc(C)cc3)ccc2=O)n1	0.8	0.6	2	·	-3	·	-0.1	0	97	1
CCCCC(=O)N=c1sc2cc([N+](=O)[O-])ccc2n1C	1.2	9.7	1	-10	-3	10	-0.3	4	106	1
Cc1cnc(NC(=O)C(C)N2C(=O)C3CC=CCC3C2=O)s1 (stereo unspecified)	0.96	2.0	-16	1	-5	-1	-0.3	3	96	1
O=C(NCc1ccc(OC(F)(F)F)cc1)C1CC(c2ccccc2[N+](=O)[O-])=NO1 (stereo unspecified)	0.91	-4.3	1	0	4	0	-0.3	-3	98	1
COCCn1c(N)c(Sc2ccc([N+](=O)[O-])cc2)c(=O)[nH]c1=O	0.95	-0.6	-4	-9	-3	9	0.1	7	107	1
CCOc1cc(/C=N/NC(=O)CN2CCCCC2)ccc1OCc1ccccc1	0.93	2.2	14	20	-8	-20	-0.3	0	94	1.1
CC(C)c1ccc(NC(=S)NNC(=O)C2CC2)cc1	1.1	0.5	5	12	5	-11	-0.1	-5	97	0.9
CCC(C)NC(=O)C1CCN(S(=O)(=O)N2CCOCC2)CC1 (stereo unspecified)	0.95	-0.7	11	-6	1	6	-0.2	-1	103	1
CCOC(=O)c1c(C)c(C(=O)N2CCN(C(=O)c3ccco3)CC2)c(C)n1C	1.2	0.0	9	-28	-2	28	-0.1	1	98	1
COc1ccccc1CNC(=O)CSc1ccsc1[N+](=O)[O-]	2.5	0.7	5	-60	-1	60	-0.2	-2	137*	1
Fc1ccccc1-n1cc(-c2ccccc2)[nH]c1=S	1.4	-0.2	-3	3	8	-3	-0.2	-4	106	0.9
CC(C)(C)n1c(=O)[nH]c2c(c1=O)CCC2	1.2	-0.3	7	-7	-5	7	-0.1	1	99	1.1
CC(C)Cn1c(=O)c(C(=O)NCc2ccccn2)c(O)c2ccccc21	0.81	-0.4	-30	7	-4	-7	-0.3	0	96	1

Screening results: PubChem, several laboratories
